Bioassay records from PubChem BioAssay.
pAkt inh: inhibitors of Akt phosphorylation | Neuro2A IGF-stimulated pAkt S473 HTRF, 20 min; stronger effect = lower value | 0.32% of 360,000 active | activity change, % for hits at 50 µM; in the data active = activity change below about -80%; inconclusive = mostly about -51% to -80%; note: % is set by controls: 0 for no effect and ±100 for the full control effect
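Neuro2A cells (4,500/well, DMEM with 0.5% FBS) were treated with compound at a single 50 µM final concentration, stimulated with 6 nM IGF for 20 min at 37 °C, and lysed. Phospho-Akt Ser473 was read by HTRF as 665/615 ratio ×10^4.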
HepG2 tox: HepG2 cytotoxicity, counter-screen for TGF-b inhibitors | HepG2 CAGA-GFP viability, ATP luminescence, 18 h | 0.76% of 410,000 active | AID 588856 | Potency, µM (highest dose often 46.1 µM), for the others: at the highest dose activity change, negative = cytotoxicity, actives largely listed as cytotoxic; note: potency is the fitted concentration of half-maximal effect; some results filed as inactive show a strong effect at the top dose
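HepG2 CAGA-GFP cells (1000/well, DMEM with 1% FBS) received compound, then TGF-beta at 500 pg/mL final, and were incubated 18 hours at 37 degrees C. Viability was read by CellTiter-Glo luminescence. Media-only wells were set as complete cell-killing and DMSO as no toxicity.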
A549 viability: A549 cytotoxicity, counter-screen for Nrf2 inhibitors; A549 ARE-Fluc cells, CellTiter-Fluor viability, 18-24 h; Potency, µM (titrated, usually from 46 µM), without a hit: at the top dose activity change, negative = cytotoxicity, hits mostly inhibitors; 0.16% of 390,000 active; note: potency is the fitted concentration of half-maximal effect; % is set by controls: 0 for no effect and ±100 for the full control effect
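A549 ARE_Fluc cells in 5% FBS OPTI-MEM were exposed to compounds in concentration-response for 18-24 h at 37 deg C. Viability was read by CellTiter-Fluor fluorescence (Ex 405/Em 525) after 30 min, before the luciferase read.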
Nrf2 ARE act: activates Nrf2 signaling; AREc32 ARE-luciferase reporter (MCF7-derived line), luminescence, 24 h; Potency, µM (series often up to 46.1 µM), without a hit: top-dose activation, actives largely listed as activators; 0.31% of 410,000 active; AID 624171; note: potency is the fitted concentration of half-maximal effect; % of control where 0% means no effect; nearly all actives have a fitted effect of over 65% in size
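Steps: seed AREc32_Fluc cells (1000/well, 5% FBS OPTI-MEM); incubate overnight at 37 deg C; add 23 nL compound; incubate 24 hr; add Steady-Glo; hold 30 min RT; read luminescence.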
Nrf2 inh: Nrf2 pathway inhibition; A549 ARE-Fluc reporter, luciferase luminescence, 18-24 h; Potency, µM (series often up to 46 µM), without a hit: at the highest dose activity change, negative = inhibition, most hits filed as inhibitors; 2.1% of 360,000 active; note: potency is the fitted concentration of half-maximal effect; % is set by controls: 0 for no effect and ±100 for the full control effect; nearly all actives have a fitted effect of over 60% in size
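A549 ARE_Fluc cells (5000/well, 5% FBS OPTI-MEM) pre-incubated 2 h, then treated with compounds 18-24 h at 37C/5% CO2 in concentration-response. CellTiter-Fluor viability read first; BugLite luciferase luminescence after 15 min at room temperature gives Nrf2 activity.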
CCT chaperon mod: changes cytosolic chaperonin activity; purified chaperonin ATPase assay, HTRF ADP detection, 30 min; activity change, % (no concentration beside the values), hits read low; 0.3% of 360,000 active; in the data active = activity change below about -30%; note: % is set by controls: 0 for no effect and ±100 for the full control effect
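Nucleotide hydrolysis assay: TRiC at 20–40 nM final (set by batch activity) with 10 uM ATP, 30 min at 37 °C, in presence of 76 uM compound. Detection by competitive ADP HTRF, 30 min ambient.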
TGFb inhibitor: TGF-b pathway inhibition. AID 588855. HepG2 CAGA-GFP TGF-b/SMAD3 reporter, GFP fluorescence, 18 h; TGF-beta stimulated, 500 pg/mL final. 1.2% of 410,000 active. Potency, µM (titrated, usually from 46.1 µM), for inactives: at the highest dose activity, negative = inhibition, hits mostly inhibitors; note: potency is the fitted concentration of half-maximal effect; % is set by controls: 0 for no effect and ±100 for the full control effect; nearly all actives have a fitted effect of over 65% in size
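First, reporter cells (HEPG2 CAGA-GFP) rested 2 h at 37 degrees C. Next, compounds were pinned in and TGF-beta added to 500 pg/mL final. After 18 h, GFP was imaged per cell and summed per well.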
Mm-Cpn inhibitor: blocks the Methanococcus maripaludis chaperonin Mm-Cpn. Potency, µM (doses to about 76.9 µM), for the others: at the highest dose activity, negative = inhibition, most hits filed as inhibitors. purified Mm-Cpn ATPase, ADP Transcreener TR-FRET. 0.031% of 330,000 active; note: potency is the fitted concentration of half-maximal effect; % is set by controls: 0 for no effect and ±100 for the full control effect; nearly all actives have a fitted effect of over 80% in size
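Compound-treated chaperonin, 25 nM final, turns over 10 uM ATP at 37°C for 30 min following a 10 min preincubation; ADP generated competes with ADP-d2 for Eu-cryptate antibody, lowering FRET.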
Abeta rescue: compounds reversing amyloid beta toxicity in yeast | yeast expressing A-beta42, growth rescue, OD600, 48 h; response scale: 0% DMSO, 100% iron-clioquinol control | Potency, µM (doses to about 46.1 µM), without a hit: at the highest dose growth rescue, most hits filed as activators | 0.063% of 410,000 active | AID 1347071; note: potency is the fitted concentration of half-maximal effect; nearly all actives have a fitted effect of over 55% in size
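Growth rescue measured by 600 nm absorbance after 48 h yeast culture at 30 C with compound. Values normalized between DMSO and an equimolar ferric chloride plus clioquinol control.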
Active calls of the source: *; i = inactive; ? = inconclusive; . = no result given; [ ] = dose if it differs, or a comment. Unless noted, calls come from the whole dose curve; as a rule, active = well fitted curve in the direction sought with a large enough effect; inconclusive = small, poorly fitted or top-dose-only effect, or another doubt; inactive = no such curve, though single readings can be large; an effect the other way counts as inactive or inconclusive.

Field names: A = pAkt inh; B = HepG2 tox; C = A549 viability; D = Nrf2 ARE act; E = Nrf2 inh; F = CCT chaperon mod; G = TGFb inhibitor; H = Mm-Cpn inhibitor; I = Abeta rescue
Molecule: Cc1ccnc(NC(=O)CCC(=O)N(CC(=O)NC(C)(C)C)c2ccc3c(c2)OCO3)c1
  A: i | B: 4% | C: -4% | D: 2.4% | E: -10% | F: -0.8 | G: 4% | H: -1% | I: -10%
Molecule: CC(C)C(NC(=O)c1ccccc1)C(=O)NCc1ccccn1 (centres undefined)
  A: i | B: -23% | C: 1% | D: -0.7% | E: . | F: -0.9 | G: 0% | H: 0% | I: 0%
Molecule: Cc1cccc(OCC(=O)N(C)CC(=O)Nc2cccc(F)c2)c1C
  A: i | B: 4% | C: 9% | D: -0.4% | E: 6% | F: -0.6 | G: -3% | H: -5% | I: 7%
Molecule: CC(C)N(C(=O)COC(=O)c1cccnc1Cl)c1ccccc1
  A: i | B: 0% | C: 6% | D: 0.0% | E: -7% | F: -0.1 | G: 10% | H: -3% | I: 16%
Molecule: CCN1CCN(CC(=O)N2N=C(c3cccs3)CC2c2ccc(OC)c(OC)c2)C(=O)C1=O (centres undefined)
  A: i | B: 0% | C: -1% | D: -0.8% | E: -17% | F: -3.1 | G: -15% | H: -2% | I: 2%
Molecule: O=C(Cc1ccccc1)NC1CCN(C(=O)c2ccc([N+](=O)[O-])cc2)CC1
  A: i | B: -5% | C: 3% | D: 0.2% | E: 8% | F: 0.6 | G: 3% | H: 0% | I: -7%
Molecule: CCOC(=O)N1C/C(=C\c2ccccc2)C(=O)/C(=C/c2ccccc2)C1
  A: i | B: -45% | C: 0% | D: 11µM* | E: -4% | F: -2.0 | G: 2µM* | H: -3% | I: -22%
Molecule: COc1ccccc1CNC(=O)C1COc2ccccc2O1 (centres undefined)
  A: i | B: 0% | C: -23% | D: 5.2% | E: 20% | F: 0.2 | G: -3% | H: -1% | I: 17%
Molecule: Cc1nc(-c2ccc(S(=O)(=O)NCc3ccccc3Cl)cc2)co1
  A: . | B: -22% | C: 0% | D: 0.7% | E: . | F: . | G: -8% | H: . | I: -7%
Molecule: CC(=O)Nc1ccc(C(=O)CS(=O)(=O)c2ccc(C)cc2)cc1
  A: i | B: 3% | C: 2% | D: 0.4% | E: . | F: -1.4 | G: 12% | H: 3% | I: 7%
Molecule: CC(C)C[C@H](NC(=O)c1[nH]cnc1C(=O)Nc1ccc(Cl)cc1)C(=O)OC(C)(C)C
  A: i | B: -55% | C: 6% | D: -2.2% | E: ? | F: 0.7 | G: ? | H: 0% | I: 4%
Molecule: C=CCSC1=Nc2cc(OC)c(OC)cc2C2=NC(=O)CN12
  A: i | B: -73% | C: -4% | D: 5.2% | E: -21% | F: -1.5 | G: -3% | H: -3% | I: -2%
Molecule: COc1ccc(OC)c(NC(=O)CCN2CC(C)OC(C)C2)c1 (centres undefined)
  A: i | B: -20% | C: 0% | D: 0.0% | E: -1% | F: -1.1 | G: 1% | H: -1% | I: 15%
Molecule: O=C(O)c1csc(N/N=C/c2ccc(Br)cc2)n1
  A: i | B: 0% | C: -3% | D: 0.5% | E: -8% | F: 1.7 | G: -6% | H: -2% | I: -15%
Molecule: COc1cc(C(=O)Nc2ccc(Cl)c([N+](=O)[O-])c2)cc(OC)c1OC
  A: i | B: -21% | C: -5% | D: 0.8% | E: 0% | F: 2.1 | G: 3% | H: 2% | I: -14%
Molecule: Cc1ccc(SCC(=O)NNC(=O)CCS(=O)(=O)c2ccccc2)cc1
  A: i | B: -5% | C: 9% | D: 0.3% | E: 10% | F: 1.3 | G: -12% | H: 1% | I: 7%
Molecule: CSc1ccccc1NC(=O)CN(C)CC(=O)Nc1c(F)cccc1F
  A: i | B: -2% | C: 10% | D: 4.1% | E: -10% | F: -0.9 | G: -12% | H: 1% | I: 0%
Molecule: COc1cc(COc2ccc3c(C)c(Cc4ccccc4)c(=O)oc3c2)cc(OC)c1OC
  A: i | B: 1% | C: -5% | D: -0.5% | E: ? | F: -2.8 | G: 1% | H: -5% | I: -1%
Molecule: CC(=O)Nc1ccc(N2CCOCC2)c(S(=O)(=O)Nc2ccccc2Cl)c1
  A: i | B: -25% | C: . | D: 0.0% | E: . | F: -0.9 | G: -14% | H: . | I: 2%
Molecule: CC(O)[C@H]1CC[C@H]2[C@@H]3CC[C@H]4C[C@H](O)CC[C@]4(C)[C@H]3[C@H](O)C[C@]12C (some centres undefined)
  A: i | B: 13% | C: 9% | D: 2.7% | E: 0% | F: -1.2 | G: 1% | H: -1% | I: 16%
Molecule: NS(=O)(=O)c1cccn1-c1ncc(C(F)(F)F)cc1Cl
  A: i | B: -2% | C: 2% | D: -0.2% | E: 6% | F: 2.3 | G: -2% | H: 4% | I: -3%
Molecule: COc1ccc(NC(=O)NN2CCOCC2)cc1OC
  A: i | B: 1% | C: 1% | D: 0.2% | E: 16% | F: -3.6 | G: 0% | H: -3% | I: -10%
Molecule: COc1cc(OC)cc(C(=O)Nc2ncn[nH]2)c1
  A: i | B: 2% | C: -5% | D: -0.5% | E: 3% | F: 0.1 | G: 15% | H: -12% | I: 3%
Molecule: CCCCCCCCCCCCCCCC[n+]1ccc(C(N)=O)cc1
  A: i | B: -69% | C: -4% | D: 0.6% | E: ? | F: -2.0 | G: ? | H: 0% | I: -93%[inhibitor]
Molecule: CC(C)Oc1ccc(CNC(=O)c2ccc(NC(=O)c3nsc4ccccc34)cc2)cc1
  A: . | B: -5% | C: 2% | D: -0.4% | E: . | F: . | G: 6% | H: . | I: 10%
Molecule: Cc1ccccc1C(=O)Nc1cc(S(=O)(=O)N2CCCCC2)ccc1N1CCN(C)CC1
  A: i | B: -28% | C: 3% | D: 4.1% | E: ? | F: 1.1 | G: -23% | H: 3% | I: -8%
Molecule: Cc1c(CC(=O)NCCCC(=O)O)c(=O)oc2c(C)c3oc4c(c3cc12)CCCC4
  A: i | B: -11% | C: 8% | D: 0.2% | E: -7% | F: 1.1 | G: 12% | H: -5% | I: -1%
Molecule: CCNC(=O)CN1C(=O)NC2(CCOc3ccccc32)C1=O (centres undefined)
  A: i | B: -2% | C: 1% | D: -0.7% | E: 0% | F: -3.0 | G: 14% | H: 0% | I: -1%
Molecule: O=C(Nc1nc2ccccc2[nH]1)Nc1ccccc1F
  A: i | B: -45% | C: 1% | D: 5.4% | E: ? | F: 0.2 | G: -4% | H: 0% | I: -5%
Molecule: Cc1ccc(NC(=O)C2CCCN(S(=O)(=O)c3cccc4cccnc34)C2)cc1Cl (centres undefined)
  A: . | B: -9% | C: ? | D: 7.2% | E: ? | F: . | G: ? | H: . | I: 6%
Molecule: CCOc1ccc(C(=O)NNC(=O)C2CC(=O)N(c3ccc(C)cc3)C2)cc1 (centres undefined)
  A: i | B: -17% | C: 15% | D: -0.7% | E: 2% | F: -4.2 | G: 0% | H: 0% | I: -7%
Molecule: O=C(Cn1cc(COc2ccc(Cl)c(Cl)c2)nn1)NS(=O)(=O)c1ccccc1OC(F)(F)F
  A: i | B: 4% | C: . | D: 0.1%[9.22 µM] | E: . | F: -1.5 | G: 30% | H: . | I: 2%
Molecule: Cc1cccc(C(=O)NCCCNC(=O)c2ccccn2)c1
  A: i | B: 12% | C: 1% | D: -1.0% | E: -13% | F: -4.1 | G: 14% | H: 1% | I: 6%
Molecule: O=C(Nc1cccnc1)c1ccccc1-c1nc(-c2ccccc2F)no1
  A: i | B: -22% | C: -18% | D: 3.8% | E: -5% | F: 1.4 | G: 1% | H: -1% | I: -3%
Molecule: CSCCNC(=O)C1(C)CCN1C(=O)c1sccc1C (centres undefined)
  A: i | B: 3% | C: . | D: -0.9% | E: . | F: -1.1 | G: -5% | H: . | I: -12%
Molecule: COc1ccc(CNCCCC(=O)Nc2c(Cl)ccc(C)c2Cl)cc1OC
  A: i | B: -86% | C: 0% | D: 3.1% | E: 23% | F: -48* | G: 6% | H: 0% | I: -14%
Molecule: Cn1c(C2CCCN2C(=O)OC(C)(C)C)n[nH]c1=S (centres undefined)
  A: i | B: -3% | C: 4% | D: -0.8% | E: 14% | F: -1.3 | G: -2% | H: 1% | I: 10%
Molecule: COc1ccc(N(CCC(=O)NCCc2ccccc2)S(=O)(=O)c2ccc(C)cc2C)cc1
  A: i | B: -27% | C: 0% | D: 6.2% | E: ? | F: -1.8 | G: ? | H: -3% | I: -5%
Molecule: CCN(C(=O)COC(=O)c1cc(S(=O)(=O)N2CCOCC2)ccc1F)C1CCS(=O)(=O)C1 (centres undefined)
  A: i | B: -1% | C: -8% | D: -0.6% | E: -4% | F: 1.0 | G: 2% | H: -3% | I: -3%
Molecule: COc1ccc(C(=O)N2C=Cc3ccccc3C2C#N)cc1 (centres undefined)
  A: i | B: -6% | C: . | D: 2.1% | E: . | F: -1.2 | G: 1% | H: . | I: 2%

No enrichment for hits. Share with any hit: about 4.3%.
